Screening results from PubChem.
DT40 TDP1 CPT = growth inhibition of DT40 Tdp1-/-;hTDP1 cells with camptothecin (screen for TDP1 inhibitors) | Potency, µM (highest dose often 46.2 µM), inactives show top-dose activity change, negative = growth inhibition, hits mostly inhibitors | hit rate 12% among 420,000 | chicken DT40 Tdp1-/-;hTDP1 cells + 20 nM CPT, ATP luminescence, 48 h | AID 686979; note: nearly all actives have a fitted effect of over 55% in size
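Chicken DT40 Tdp1-/- cells complemented with human TDP1, 400 cells/well, exposed to compounds plus 20 nM camptothecin for at least 48 h at 37 C; viability read as ATP content by CellTiter-Glo luminescence.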
KAT2A inh = inhibitors of human GCN5L2 histone acetyltransferase. Q92830. GCN5L2 HAT assay, ThioGlo1 CoA-SH fluorescence. Potency, µM (highest dose often 58.9 µM), inactives show at the top dose activity change, negative = inhibition, most hits filed as inhibitors. hit rate 0.21% among 390,000
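ThioGlo1-coupled HAT assay: 20nM GCN5L2, 70uM acetyl-CoA, 75uM H3(1-25) peptide, pH 7.5. Fluorescence read at 340/540nm at start and after 20 min at room temperature.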
FEN1 inhibitor = inhibitors of human flap endonuclease 1. P39748. Potency, µM (titrated, usually from 114 µM), without a hit: top-dose activity change, negative = inhibition, actives largely listed as inhibitors. Recombinant FEN1 flap cleavage, fluorescence, 15 min. AID 588795. hit rate 0.35% among 390,000; note: nearly all actives have a fitted effect of over 65% in size
Target sequence (P39748 whole entry, looked up): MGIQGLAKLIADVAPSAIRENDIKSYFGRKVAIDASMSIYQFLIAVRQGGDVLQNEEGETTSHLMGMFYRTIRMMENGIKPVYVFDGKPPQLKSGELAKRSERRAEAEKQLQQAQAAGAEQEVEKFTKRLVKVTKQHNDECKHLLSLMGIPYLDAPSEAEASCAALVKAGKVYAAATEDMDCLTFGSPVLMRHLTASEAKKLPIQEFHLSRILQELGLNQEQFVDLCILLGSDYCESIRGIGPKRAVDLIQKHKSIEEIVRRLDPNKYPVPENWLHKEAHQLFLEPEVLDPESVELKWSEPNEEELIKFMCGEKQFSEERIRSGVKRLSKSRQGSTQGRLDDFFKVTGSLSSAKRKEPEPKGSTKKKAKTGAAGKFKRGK
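Concentration–response screening of FEN1 (10 nM): 15 min compound preincubation at room temperature, reaction started with 50 nM substrate and read at 0 and 15 min. Corrected, normalized data were fitted by a four-parameter Hill equation.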
Active calls of the source: *; ? = inconclusive; / = no result given; & = joins results of further samples. Calls come from the whole dose curve; as a rule, active = well fitted curve in the direction sought with a large enough effect; inconclusive = small, poorly fitted or top-dose-only effect, or another doubt; inactive = no such curve, though single readings can be large; an effect the other way counts as inactive or inconclusive. % is set by controls: 0 for no effect and ±100 for the full control effect; potency is the fitted concentration of half-maximal effect. An excerpt; count on the stated rates, not on these rows.

SMILES | DT40 TDP1 CPT | KAT2A inh | FEN1 inhibitor
COc1ccc(CCNC(=O)CCCCn2c(=O)c3ccccc3n(CC(=O)Nc3ccc(C)cc3C)c2=O)cc1OC | -27% | 4% | -3%
COc1ccccc1OCCSc1nc2ccccc2c(=O)[nH]1 | ? | 2% | -15%
CN(C)c1ccc(/C=C/C=C2/C=Cc3ccccc32)cc1 | ? | / | -5%
CCc1ccccc1NC(=O)CCN1C(=O)C2C3CCC(C3)C2C1=O (stereo unspecified) | 1% | -10% | 1%
Cc1nn(-c2ccccc2)c(C)c1/C=N/NC(=O)CSc1nc2ccccc2c(=O)n1-c1ccccc1 | 16µM* | -2% | -9%
Cn1c(N=Nc2ccccc2)nc2ccccc21 | 8.2µM* | -5% | -14%
CCCn1c(=O)c(F)cn(Cc2ccc(OC)c([N+](=O)[O-])c2)c1=O | 2% | -12% | -11%
CCOc1ccc(C2=C/C(=C/c3cccnc3)C(=O)O2)cc1 | ? | -3% | 1%
C=CCSc1nnc(NC(=O)CSc2nc(CCC)cc(=O)[nH]2)s1 | ? | -8% | -4%
COC(=O)c1cccc(CSC(=S)N2CCCC2)c1 | ? | -8% | 5%
O=C(N=C1SC2CS(=O)(=O)CC2N1c1cccc(Cl)c1Cl)C1CC1 (stereo unspecified) | -1% | -11% | -5%
NC(=O)C1CCN(C(=O)CCC(=O)N2CCOc3ccc(Cl)cc32)CC1 | 0% | 0% | -5%
O=C(NC(NC1CCS(=O)(=O)C1)C(Cl)(Cl)Cl)c1cccc(Cl)c1 (stereo unspecified) | -3% | -25% | -1%
Cc1cccc(-c2nnc(-c3ccc(N)cc3)o2)c1 | -14% | -8% | 10%
O=C(N/N=C/c1ccc2c(c1)OCO2)c1cccc(NC(=O)c2ccccc2Cl)c1 | 8.2µM* | -11% | -8%
Cc1cc(C)c(NC(=O)Cc2ccc(-n3cccc3)cc2)c(C)c1 | -3% | 3% | -6%
CCOC(=O)c1c(NC(=O)Cn2nc(C(F)(F)F)cc2C)sc2c1CCC2 | ? | -12% | -4%
O=C(COC(=O)c1ccc([N+](=O)[O-])s1)NCc1ccc(F)cc1 | -10% | -3% | -10%
CS(=O)(=O)c1ccc(Cl)c(NC(=O)CCN2C(=O)NC3(CCCC3)C2=O)c1 | 20% | 0% | -17%
COc1ccc(OC)c(-n2c(C)ccc2-c2ccc(S(C)(=O)=O)cc2)c1 | 18µM* | -3% | 8%
Cc1noc(C)c1C(=O)N(CC(=O)Nc1ccccc1Br)Cc1ccco1 | -20% | -14% | -1%
O=C(NCc1ccccc1)C1CCCN(S(=O)(=O)c2cccnc2)C1 (stereo unspecified) | -3% | 0% | 30%
N#Cc1ccc(NC(=O)c2cc(-c3cccc(Cl)c3)on2)cc1 | 0% | -5% | 7%
Cc1cc(=O)oc2cc(NC(=O)C(CCCN=C(N)N)NC(=O)OCc3ccccc3)ccc12 (stereo unspecified) | 2% | -15% | -7%

A draw from above in order of length of the SMILES, descending.
SMILES | DT40 TDP1 CPT | KAT2A inh | FEN1 inhibitor
Cc1cc(=O)oc2cc(NC(=O)C(CCCN=C(N)N)NC(=O)OCc3ccccc3)ccc12 (stereo unspecified) | 2% | -15% | -7%
CS(=O)(=O)c1ccc(Cl)c(NC(=O)CCN2C(=O)NC3(CCCC3)C2=O)c1 | 20% | 0% | -17%
O=C(N/N=C/c1ccc2c(c1)OCO2)c1cccc(NC(=O)c2ccccc2Cl)c1 | 8.2µM* | -11% | -8%
CCCn1c(=O)c(F)cn(Cc2ccc(OC)c([N+](=O)[O-])c2)c1=O | 2% | -12% | -11%
COc1ccc(OC)c(-n2c(C)ccc2-c2ccc(S(C)(=O)=O)cc2)c1 | 18µM* | -3% | 8%
CCOC(=O)c1c(NC(=O)Cn2nc(C(F)(F)F)cc2C)sc2c1CCC2 | ? | -12% | -4%
O=C(N=C1SC2CS(=O)(=O)CC2N1c1cccc(Cl)c1Cl)C1CC1 (stereo unspecified) | -1% | -11% | -5%
Cc1noc(C)c1C(=O)N(CC(=O)Nc1ccccc1Br)Cc1ccco1 | -20% | -14% | -1%
Cc1cc(C)c(NC(=O)Cc2ccc(-n3cccc3)cc2)c(C)c1 | -3% | 3% | -6%
N#Cc1ccc(NC(=O)c2cc(-c3cccc(Cl)c3)on2)cc1 | 0% | -5% | 7%
CCOc1ccc(C2=C/C(=C/c3cccnc3)C(=O)O2)cc1 | ? | -3% | 1%
Cc1cccc(-c2nnc(-c3ccc(N)cc3)o2)c1 | -14% | -8% | 10%
COC(=O)c1cccc(CSC(=S)N2CCCC2)c1 | ? | -8% | 5%
Cn1c(N=Nc2ccccc2)nc2ccccc21 | 8.2µM* | -5% | -14%

Going on with the list:
SMILES | DT40 TDP1 CPT | KAT2A inh | FEN1 inhibitor
Cc1cc(O)ccc1NC(=O)c1ccccc1 | -2% | -2% | 7%
COC(=O)[C@H](CC(C)C)N(Cc1ccccc1)S(=O)(=O)N(Cc1ccccc1)[C@@H](CC(C)C)C(=O)OC | 21µM* | -9% | -32%&-18%
O=C(NCc1ccccn1)C1CCCN(S(=O)(=O)c2ccccc2)C1 (stereo unspecified) | -6% | -23% | 3%
CCOC(=O)c1cnc(-n2nc(C)cc2C)nc1NC1CCCCC1 | 4.6µM* | -4% | -15%
COc1cc(C(=O)Nc2ccc3c(c2)OCO3)ccc1OCc1c(C)noc1C | 17% | -3% | -8%
Cc1cc(C(=O)COc2ccc(-c3nnco3)cc2)c(C)n1Cc1ccccc1 | ? | -7% | -11%
CS(=O)(=O)c1cccc(-c2nnc(NC(=O)c3ccc4c(c3)OCCO4)o2)c1 | ? | -6% | 18%
CCN(CC)S(=O)(=O)c1cc(OC)c(C)cc1C | 13% | -10% | -5%
O=C(c1ccc(Cl)cc1)C1CCCN(Cc2cnn(-c3ccccc3)c2)C1 (stereo unspecified) | ? | -7% | -9%
NNc1nc2sc3c(c2c(=O)[nH]1)CCc1ccccc1-3 | ? | -3% | -12%
CC(C)OC(=O)C1C2C=CC3(CN(CC4CCCO4)C(=O)C13)O2 (stereo unspecified) | -2% | -14%&-2% | -3%
COn1c(=O)c(-c2cccc(Br)c2)[n+]([O-])c2ccccc21 | -24% | -3% | 10%

By substructure: those above containing bromine (2)
SMILES | DT40 TDP1 CPT | KAT2A inh | FEN1 inhibitor
Cc1noc(C)c1C(=O)N(CC(=O)Nc1ccccc1Br)Cc1ccco1 | -20% | -14% | -1%
COn1c(=O)c(-c2cccc(Br)c2)[n+]([O-])c2ccccc21 | -24% | -3% | 10%

New compounds follow.
SMILES | DT40 TDP1 CPT | KAT2A inh | FEN1 inhibitor
Cc1cc(Nc2cc(Cl)ccc2C)n2nc(Cc3ccccc3)nc2n1 | ? | -4% | 14%
O=C1NC(=O)/C(=C/c2ccc(-c3ccc(F)cc3O)o2)S1 | / | ? | ?
Cc1cccc(C(=O)Nc2ccc(S(=O)(=O)N(Cc3ccccc3)c3ccccc3)cc2)c1 | ? | -8% | -14%
COc1cc(NC(=O)c2cc(-c3ccc(C)cc3)on2)cc(OC)c1OC | -14% | -14% | 8%
O=C(NCc1ccccn1)C(=O)NN=C1CCCCCCCCCCC1 | -8% | -3% | 14%
CCCc1nnc(SCC(=O)Nc2ccccc2F)o1 | -9% | -5% | 5%
Cc1c(NC(=O)c2ccc(Br)o2)cccc1C(=O)O | -3% | -1% | 1%
COc1ccc(CN(CCO)CCO)cc1[N+](=O)[O-] | 9% | -3% | 14%
OCCNc1nc(N2CCCCC2)nc2ccccc12 | -5% | -2% | 1%
COc1ccc(C)cc1NC(=O)CSc1nnc2ccc(-c3ccncc3)nn12 | -10% | -22% | -8%
COc1ccc(NC(=S)N(CCc2nc3cc(C)c(C)cc3[nH]2)Cc2cccnc2)cc1 | -28% | ? | -23%
O=C(CBr)c1ccc(Oc2ccc(C(=O)C[n+]3cccc(Br)c3)cc2)cc1 | ? | / | -21%
CCc1ccc(NS(=O)(=O)c2ccc3[nH]cc(C(=O)NCCCOC(C)C)c(=O)c3c2)cc1 | ? | -1% | -10%
Cc1ccc(N(C(=O)c2csnn2)C(C(=O)NC(C)(C)C)c2cccnc2)cc1 (stereo unspecified) | -14% | 4% | 0%
C/C(=N\O)C(=O)NCCN(C)C | 3% | -6% | -5%
Cc1nonc1NCn1nnc2ccccc21 | -16% | 2% | 2%
Cc1cc(=O)[nH]c(SCC(N)=O)c1C#N | -25% | 1% | 0%
N#Cc1ccccc1CSc1nnc(-c2ccc(Br)cc2)o1 | / | -3% | -4%
Cc1cccc(NC(=O)CSc2nc3c(oc4ccccc43)c(=O)n2-c2ccccc2)c1C | ? | -7% | -3%
CC(=O)N1CCN(C(=O)c2cc(S(=O)(=O)N3CCCCC3)ccc2Cl)CC1 | -6% | -2% | 8%
N#Cc1c(-c2ccccc2F)cc(C2CC2)nc1SCC(=O)c1cccs1 | 18µM* | -9% | 9%
O=C(CN1C(=O)C2CCCCC2C1=O)Nc1cccc([N+](=O)[O-])c1 (stereo unspecified) | -6% | -8% | 1%
Cc1ccc(C(=O)N2CC(=O)Nc3ccccc32)o1 | -1% | -3% | 10%
c1ccc(CN2CCC(=NNc3nc4ccccc4[nH]3)CC2)cc1 | 3% | -6% | -1%
CCCCc1nnc2c(N(C)S(=O)(=O)c3ccccc3)nc3ccccc3n12 | ? | -5% | -7%
COc1ccc(/C(N)=N/O)cc1O | -7% | -6% | 1%
O=C(NC1CCCC1)c1cccc(Cl)c1 | 14% | -3% | 6%
Cc1ccc(CSc2ncnc3onc(C)c23)cc1 | 14% | -5% | -3%
CCc1ccc(-n2c(SCC(=O)NC(C)CC)nc3n[nH]c(C)c3c2=N)cc1 (stereo unspecified) | 5.8µM* | -4% | -11%
C[C@@H]1CN([C@@H](C)CO)C(=O)c2cc(NS(=O)(=O)c3ccc(Cl)cc3)ccc2O[C@H]1CN(C)Cc1ccncc1 | 3% | -3% | 5%
CCCC(=O)n1nc(-c2cccnc2)nc1NCc1ccc(OC)cc1 | 16%&1% | -5%&-16% | 0%&-23%
COc1ccc(-n2c(-c3ccco3)nc3c(cnn3-c3ccc(C)cc3)c2=O)cc1 | 12µM* | ? | -5%&-20%
Cn1c(CC(=O)Nc2ccccc2)nnc1SCCOc1ccccc1 | ? | / | 12%
COc1cc(-c2cc(C(=O)NCCc3ccc(S(N)(=O)=O)cc3)c3ccccc3n2)cc(OC)c1OC | 4.1µM* | -5% | -9%
O=C1NC[C@@H](Cc2cccc3ccccc23)N(CCc2cc(C(F)(F)F)cc(C(F)(F)F)c2)C1=O | -5% | -12% | -20%
CCSc1ncnc2c1oc1ccccc12 | -29% | 0% | 1%
Cc1ccc(C(=O)O)c(C(=O)Nc2nc3ccccc3s2)c1 | 5% | 6% | -17%
Cc1ccc(NC(=O)c2c(-c3ccccc3Cl)noc2C)nc1 | -25% | -4% | 2%
COc1cc(Cl)c(C)cc1Nc1nc2ccccc2c2nnc(C)n12 | 0% | -8% | 7%
CCOc1ccccc1N1CCN(C(=O)Nc2cccc(Cl)c2)CC1 | 0% | -9% | -5%
O=C(c1cc([N+](=O)[O-])ccc1N1CCCCC1)N1CCCCC1 | ? | ? | 3%
O=C(CCc1nnc(CCCCc2ccccc2)o1)NCc1cc(F)ccc1F | -10% | -4% | 1%
Cn1c(=O)c2c(nc(OC3CCCC3)n2C)n(C)c1=O | 6% | / | 0%
Brc1ccc(OCc2cn3ccccc3n2)cc1 | -8% | -1% | 29%
CCCCOc1ccc(-c2nnn(CC(=O)NCCc3c[nH]c4ccccc34)n2)cc1 | -24% | 0% | 4%
C=CC(C1=CC(=O)C(OC)=CC1=O)c1ccc(OC)cc1 (stereo unspecified) | 3.3µM* | -12% | /
